High-throughput results: PubChem BioAssay, Sanford-Burnham Center for Chemical Genomics
tim10-1 inh – growth inhibitors of tim10-1 mutant yeast. S. cerevisiae tim10-1 ts strain growth, BacTiter-Glo, 24 h. inhibition, % at 20 µM. actives 2.2% (n = 330,000). AID 463190;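 active means inhibition of at least 40%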;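 further: mutant grown at 25 °C; 0% = DMSO wells with yeast and 100% = wells holding no yeast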
Apaf1 inhib – blocks human Apaf-1 apoptosome activity | O14727 | reconstituted apoptosome caspase-3 activity, DEVD-Rh110 fluorescence | inhibition, % at 20 µM | actives 0.71% (n = 330,000); active means inhibition of at least 40% at 20 µM;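 further: plate controls were DMSO wells for no effect and DEVD-CHO caspase inhibitor wells for full effect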
Target sequence (O14727 whole entry, looked up): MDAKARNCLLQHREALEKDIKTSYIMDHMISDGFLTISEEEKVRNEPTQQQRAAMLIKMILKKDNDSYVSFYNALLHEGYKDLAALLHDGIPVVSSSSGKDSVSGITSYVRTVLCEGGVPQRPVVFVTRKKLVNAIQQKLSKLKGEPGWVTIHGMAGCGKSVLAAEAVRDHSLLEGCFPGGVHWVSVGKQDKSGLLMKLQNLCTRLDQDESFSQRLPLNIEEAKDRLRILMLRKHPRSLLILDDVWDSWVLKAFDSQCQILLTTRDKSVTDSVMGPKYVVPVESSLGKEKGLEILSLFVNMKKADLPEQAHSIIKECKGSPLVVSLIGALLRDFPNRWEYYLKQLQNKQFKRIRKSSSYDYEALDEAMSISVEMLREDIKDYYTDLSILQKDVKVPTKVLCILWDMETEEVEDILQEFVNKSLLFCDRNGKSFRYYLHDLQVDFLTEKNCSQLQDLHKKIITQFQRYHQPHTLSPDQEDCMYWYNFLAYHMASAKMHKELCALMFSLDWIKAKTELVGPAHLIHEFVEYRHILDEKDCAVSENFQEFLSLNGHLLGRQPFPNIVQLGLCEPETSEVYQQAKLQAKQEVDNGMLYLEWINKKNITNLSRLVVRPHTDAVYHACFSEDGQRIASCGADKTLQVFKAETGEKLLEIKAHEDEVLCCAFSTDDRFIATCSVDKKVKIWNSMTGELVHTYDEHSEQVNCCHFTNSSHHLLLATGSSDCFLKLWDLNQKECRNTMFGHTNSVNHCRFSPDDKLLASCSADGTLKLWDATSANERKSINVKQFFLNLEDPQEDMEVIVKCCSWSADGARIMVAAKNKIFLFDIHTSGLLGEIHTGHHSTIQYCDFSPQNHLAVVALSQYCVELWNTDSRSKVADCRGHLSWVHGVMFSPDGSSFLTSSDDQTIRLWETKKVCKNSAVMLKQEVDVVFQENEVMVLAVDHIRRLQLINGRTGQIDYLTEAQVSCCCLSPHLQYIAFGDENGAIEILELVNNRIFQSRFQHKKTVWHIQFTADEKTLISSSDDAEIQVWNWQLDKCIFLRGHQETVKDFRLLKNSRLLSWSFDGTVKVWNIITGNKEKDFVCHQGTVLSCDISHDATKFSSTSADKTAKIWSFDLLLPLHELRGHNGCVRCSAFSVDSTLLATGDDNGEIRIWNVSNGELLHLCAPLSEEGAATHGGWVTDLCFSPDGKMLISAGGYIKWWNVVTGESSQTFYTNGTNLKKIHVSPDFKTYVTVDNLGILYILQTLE
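Assay system: Apoptosome proteins | Medium: pH 7.5 Hepes buffer with CHAPS, BSA, DTT | Also added: Cytochrome c and DEVD-Rh110 substrate | Times: 30 min plus 50 min, RT | Detection: Rhodamine 110 fluorescence at Ex 480/Em 540 nm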
hIAP block – blocks human intestinal alkaline phosphatase; AID 2544; inhibition, % at 10 µM; purified IAP, CDP-Star luminescence, 30 min; actives 0.12% (n = 330,000);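 active means inhibition reaching a set limit with compound at 10 µM in the primary screen, cut at about 35% in these data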;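 further: plate controls were DMSO wells with enzyme for no effect and no-enzyme buffer wells for full effect; values of inactives mirror those of a sister screen read the other way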
ATG4B inh – ATG4B (human) cysteine protease inhibition; actives 0.51% (n = 340,000); inhibition, % at 8.33 µM; ATG4B cleavage of LC3-PLA2, NBD-HPC fluorescence, 1 h; Q9Y4P1; AID 504462; in the data active means inhibition above about 40%
NALP3 yeast inh – inhibitors of NALP3 inflammasome in yeast; Yeast reconstituted NLRP3/ASC/caspase-1, beta-gal luminescence, 24 h; actives 0.39% (n = 330,000); AID 2825; inhibition, % at 10 µM;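 active means inhibition of 50% or more; inactive means inhibition below 50%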;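 further: plate controls were induced DMSO wells for no effect and uninduced yeast grown without galactose for full effect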
hIAP activ – human IAP activation. P09923. purified human IAP, CDP-Star luminescence, 30 min; hits give high values; 1 = vehicle-only enzyme, 0 = enzyme-free background. activation factor at 10 µM. actives 0.16% (n = 330,000). AID 2524;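 active means activation factor of the enzyme at least 2-fold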; further: the source names both 10 and 20 µM as test concentration; values of inactives mirror those of a sister screen read the other way
mIAP block – blocks mouse intestinal alkaline phosphatase | purified mouse IAP, CDP-Star luminescence, 30 min | inhibition, % at 10 µM | actives 0.2% (n = 330,000) | AID 2806;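 active means inhibition of at least 40% at 10 µM in the primary screen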;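 further: plate controls were DMSO with enzyme for no effect and no enzyme wells for full effect; values of inactives mirror those of a sister screen read the other way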
TIM10 inh – TIM10 yeast growth inhibition; S. cerevisiae TIM10 strain growth, BacTiter-Glo luminescence, 24 h; inhibition, % at 10 µM; actives 1.4% (n = 330,000); AID 463195;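 active means inhibition of 40% or more at the single tested concentration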;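 further: wild-type TIM10 isogenic control strain grown at permissive 25 °C; 0% = DMSO yeast wells and 100% = minimal medium wells without yeast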
mIAP act – mouse IAP activation. muIAP, CDP-Star luminescence, 30 min; hits give high values; 1 = vehicle-only enzyme signal, 0 = enzyme-free wells. activation factor at 10 µM. actives 0.24% (n = 330,000);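 active means activation factor of at least 2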; further: the source names both 10 and 20 µM as test concentration; values of inactives mirror those of a sister screen read the other way
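Assay system: mouse IAP enzyme / Compound: DMSO-dissolved test compounds / Timing: 30 min, room temperature / Measured by: luminescence from enzymatic CDP-Star hydrolysis / Control set: DMSO-only wells, enzyme-free buffer wells as negative control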
Numbers without * were called inactive.

SMILES	tim10-1 inh	Apaf1 inhib	hIAP block	ATG4B inh	NALP3 yeast inh	hIAP activ	mIAP block	TIM10 inh	mIAP act
O=C(NCCN1CCN(Cc2ccccc2Cl)CC1)Nc1ccccc1	23.7	-8.0	-1.5	1.7	13.4	1.01	8.7	-4.6	0.913
Cc1ccc(NC(=O)COC(=O)c2ccco2)cc1S(=O)(=O)N1CCOCC1	-2.2	-0.6	5.4	-7.1	10.9	0.946	8.7	6.9	0.913
CCOc1ccc(C(CC(=O)O)NC(=O)c2ccco2)cc1 (stereo not given)	3.0	-11.5	0.3	5.5	17.9	0.997	-4.1	16.3	1.04
CC1Cc2ccccc2N1C(=O)CN1C(=O)COc2ccccc21 (stereo not given)	22.8	5.2	5.7	-11.4	2.6	0.943	12.1	4.9	0.879
Cn1cnnc1SCC(=O)NNC(=O)c1ccc(Cl)cc1	3.5	2.0	-26.1	15.2	4.9	1.26	-3.1	-2.1	1.03
CCN(CC(=O)Nc1c(F)cccc1F)C(=O)c1cccc(S(=O)(=O)N2CCc3ccccc3C2)c1	-1.1	9.2	-27.1	-7.7	-2.6	1.27	-18.1	-1.1	1.18
O=C1CC(N2CCN(c3ccc(S(=O)(=O)N4CCCC4)cc3)CC2)C(=O)N1c1ccc(F)cc1 (stereo not given)	18.0	-4.4	2.1	-14.6	-4.4	0.979	-17.1	2.9	1.17
O=C(OCC(=O)N1CCc2ccccc21)c1ccc([N+](=O)[O-])cc1	-2.0	8.0	-23.5	-3.5	7.2	1.24	-16.9	-19.6	1.17
c1ccc(-c2nc(-c3ccncc3)n[nH]2)nc1	10.8	-14.5	-4.4	-3.1	-1.0	1.04	1.6	16.0	0.984
COc1ccc(C(NC(=O)/C=C\c2ccco2)c2ccc(OC)c(OC)c2)cc1 (stereo not given)	7.3	8.1	2.7	-8.9	3.6	0.973	7.7	-4.6	0.923
COc1cc(/C=C/C(=O)O)cc(Br)c1O	3.7	-2.4	9.0	5.6	-1.8	0.91	20.4	-12.0	0.796
CCOc1ccccc1NC(=O)c1ccc2nccnc2c1	4.1	1.7	3.5	-6.3	8.4	0.965	10.8	5.9	0.892
CN1CCC(=NNC(=O)CSCc2ccccc2)CC1	-5.9	-22.5	1.1	-2.9	0.7	0.989	4.5	1.7	0.955
CC1(C)CC(=O)C2=C(C1)Nc1ccccc1N(C(=O)C1CC1)C2c1ccco1 (stereo not given)	4.0	-7.2	-20.8	0.4	2.3	1.21	0.8	-5.5	0.992
CCN1C(=O)[C@H]2[C@@H](c3ccc(SC4CCCCC4)c(OC)c3)N3CCCC[C@@]3(C(=O)OC)[C@H]2C1=O	10.6	33.2	1.5	-13.9	-4.8	0.985	-7.0	-4.5	1.07
COC(=O)c1ccccc1NC(=O)c1cnn2cccnc12	22.9	0.5	-15.8	7.4	11.5	1.16	-18.8	8.5	1.19
CC(OC(=O)CNC(=O)C12CC3CC(CC(C3)C1)C2)C(=O)Nc1ccc(N2CCOCC2)cc1 (stereo not given)	2.0	5.6	-1.1	3.9	6.1	1.01	2.5	10.3	0.975
COC(=O)c1cc(C(=O)CC(C)C)c[nH]1	-11.1	0.2	15.7	11.5	8.5	0.843	-12.9	-8.6	1.13
CCOCc1nnc(NC(=O)CSCc2ccccc2)s1	14.5	-4.9	23.8	-0.5	12.5	0.762	-0.9	7.6	1.01
CC1CCCC(NC(=O)COC(=O)Cc2c[nH]c3ccccc23)C1C (stereo not given)	19.7	-6.0	-0.4	-4.9	1.4	1	-0.3	13.4	1
O=C(COC(=O)CN1C(=O)C2CC=CCC2C1=O)Nc1cc(C(F)(F)F)ccc1N1CCOCC1 (stereo not given)	32.0	23.9	-20.1	2.3	-1.2	1.2	-13.1	7.8	1.13
O=C(NCc1ccc(F)cc1)c1cccc(S(=O)(=O)N2CCCC2)c1	18.8	18.7	-43.9	1.0	4.6	1.44	-1.6	3.3	1.02
Cc1nc2cc(C(=O)OCC(=O)Nc3cccc(Cl)c3)ccc2n1-c1ccccc1	11.9	20.7	16.7	23.0	-1.5	0.833	-30.9	15.6	1.31
CCC(C)[C@H](N)c1nnc(SCc2cccc(F)c2)o1 (stereo not given in full)	18.8	-12.7	-2.3	-6.3	10.9	1.02	7.6	8.5	0.924
CCCCN(CCCC)CCCNC(=O)Cn1cc2c(n1)-c1c(oc(C(=O)N3CCCC3)c1C)CC2	-8.2	12.1	22.0	7.0	14.4	0.78	-6.1	2.9	1.06
Cc1ccccc1-c1nc2ccccc2c(=O)n1/N=C/c1ccccc1[N+](=O)[O-]	44.1*	11.2	-21.7	8.3	16.9	1.22	-3.6	10.0	1.04
O=C(CNC(=O)c1ccccc1)NCC(=O)OCc1ccccc1Cl	13.0	3.7	7.8	-9.4	-1.9	0.922	2.7	16.3	0.973
COc1ccc(NC(=O)c2cccc(S(=O)(=O)N3CCc4ccccc43)c2)cn1	46.1*	3.0	-9.6	-2.1	-11.6	1.1	6.0	44.9*	0.94
CCOc1ccc2nc(NC(=O)CSc3nc4cccnc4n3C)sc2c1	15.2	-3.7	-2.0	-2.6	-8.1	1.02	4.8	29.9	0.952
COc1cc(CNc2ccc(C(=O)O)cc2)cc(Br)c1OCC(=O)NC(C)(C)C	17.9	7.6	-3.0	1.1	-3.3	1.03	-8.7	3.0	1.09
COc1ccc(CCNC(=O)CSc2nnc(Cc3csc(N)n3)n2C)cc1OC	2.8	-12.9	10.0	-3.1	14.7	0.899	2.0	2.6	0.98
COc1ccc(Nc2ncnc3ccccc23)cc1	11.3	-3.8	3.4	1.3	7.5	0.966	-0.2	8.2	1
COc1ccc(N(Cc2ccccc2)S(=O)(=O)c2ccc(C)cc2)cc1	24.9	12.3	0.2	13.2	14.4	0.998	2.8	14.9	0.972
FC(F)(F)c1nnc2c(Sc3ccccc3)nc3ccccc3n12	34.1	-2.2	10.6	-7.8	-11.1	0.894	10.6	7.8	0.894
COc1cc(/C=N/N=C2/C(=O)Nc3ccccc32)ccc1O	31.9	-445.1	21.5	29.1	6.4	0.785	11.7	12.6	0.883
S=C(NCC(c1cccnc1)N1CCOCC1)NC1CCCCC1 (stereo not given)	6.7	-11.4	10.4	-8.6	14.6	0.896	7.4	0.5	0.926
C/C(=N\N(C)C)c1ccc(OCCOc2ccc([N+](=O)[O-])cc2)cc1	7.7	11.3	8.5	-7.6	24.1	0.915	7.7	3.5	0.923
COC(=O)C(NC(C)=O)(Nc1ccc(Br)cn1)C(F)(F)F (stereo not given)	3.4	-7.9	3.2	-8.1	10.1	0.968	5.0	-13.3	0.95
O=C(CCN1CCCC1Cc1ccccc1)c1ccc2c(c1)OCCO2 (stereo not given)	8.3	-5.2	-13.4	4.6	2.8	1.13	1.0	13.2	0.99
NS(=O)(=O)c1ccc(NC(=O)CSc2cn[nH]n2)cc1	-29.0	-3.6	-7.6	1.6	9.4	1.08	9.4	12.5	0.906
CC(C)C(OC(=O)c1ccco1)C(=O)NC1CCCC1 (stereo not given)	-11.6	-3.7	-0.1	-3.3	11.0	1	6.2	12.5	0.938
Cc1c(C)n2c(SCC(=O)N3CCOCC3)nnc2[nH]c1=O	-2.0	5.9	5.8	12.5	17.6	0.942	-6.2	-5.1	1.06
CCN(CC)S(=O)(=O)c1ccc(Cl)c(NC(=O)COC(=O)/C=C/c2ccc(O)c(OC)c2)c1	6.8	10.9	5.3	-24.2	6.7	0.947	10.6	4.1	0.894
CCn1c(SCC(=O)NC2CC2)nnc1-c1ccncc1	-23.5	-3.4	-5.7	0.4	6.2	1.06	0.8	-12.4	0.992
O=C(NCC(c1cccs1)N1CCOCC1)c1ccc(Cl)c([N+](=O)[O-])c1 (stereo not given)	10.5	-5.3	2.2	5.7	4.3	0.978	-4.8	8.3	1.05
Cc1cc(C)c(S(=O)(=O)N2CCN(C(=O)C3COc4ccccc4O3)CC2)c(C)c1 (stereo not given)	40.0*	6.5	-18.7	-37.5	18.3	1.19	1.8	20.9	0.982
Cc1cccc(NCCNc2cccc(C)c2)c1	17.3	14.2	0.6	-8.0	21.6	0.994	5.3	-1.2	0.947
CC(CN(C(N)=O)c1ccccc1O)C(=O)O (stereo not given)	-3.6	0.2	14.0	5.8	9.5	0.86	9.7	6.1	0.903
O=C(O)c1ccc2c(c1)S(=O)(=O)c1cc(Cl)ccc1C2=O	3.2	-7.2	7.6	-11.2	-3.2	0.924	-7.9	-1.3	1.08
COc1ccc(/C=N/N=C2\SCC(=O)N2c2c(C)n(C)n(-c3ccccc3)c2=O)cc1OC	6.4	8.3	-4.6	-11.2	16.5	1.05	-5.0	-6.9	1.05
COc1cc(CNCc2ccc(OC)cc2OC)cc(OC)c1	22.3	14.3	-7.2	2.9	13.8	1.07	-6.4	-0.1	1.06
Nc1nc(SCC(=O)c2ccc(Oc3ccccc3)cc2)n[nH]1	27.0	16.6	-33.2	11.4	-1.6	1.33	6.2	2.4	0.938
Cc1nnc(C)n1/N=C/c1ccc(-c2ccccc2)cc1	22.8	8.7	1.2	-5.5	28.0	0.988	4.4	11.7	0.956
CC(C)[C@H](NC(=O)c1ccccc1)C(=O)OCC(=O)N1CCc2ccccc2C1	17.9	-3.8	16.8	7.0	4.7	0.832	-4.7	-18.2	1.05
CC1(C)C2CCC(C2)C1(C)NC(=O)CNCC1CCCCC1 (stereo not given)	16.6	-0.7	23.4	-1.1	24.0	0.766	2.6	8.5	0.974
O=C(c1ccc(F)cc1)N1CCN(c2cnn(-c3ccccc3)c(=O)c2Cl)CC1	20.4	8.0	-16.3	-2.0	4.9	1.16	2.1	-6.6	0.979
Cc1ccc(NS(=O)(=O)c2cc(NC(=O)c3ccc4c(c3)NC(=O)CS4)ccc2C)c(C)c1	10.0	5.6	8.4	-34.0	0.6	0.916	13.0	10.4	0.87
COc1ccccc1N1CCN(C(=O)c2cc3cc(F)ccc3[nH]2)CC1	38.8	15.0	1.1	-10.4	7.3	0.989	10.9	34.6	0.891
CC(C)CNC(=O)c1ccccc1NC(=O)CSCc1ccccc1	-1.5	2.2	-8.9	-5.9	7.0	1.09	1.8	9.3	0.982
Cc1cc([N+](=O)[O-])ccc1NCc1ccc2ccccc2c1	14.5	-10.2	4.6	2.9	10.3	0.954	13.8	12.4	0.862

Entries of single compounds from above. Screens in order: tim10-1 inh	Apaf1 inhib	hIAP block	ATG4B inh	NALP3 yeast inh	hIAP activ	mIAP block	TIM10 inh	mIAP act
Results for `O=C(c1ccc(F)cc1)N1CCN(c2cnn(-c3ccccc3)c(=O)c2Cl)CC1` : 20.4	8.0	-16.3	-2.0	4.9	1.16	2.1	-6.6	0.979
Results for `CC(C)[C@H](NC(=O)c1ccccc1)C(=O)OCC(=O)N1CCc2ccccc2C1` : 17.9	-3.8	16.8	7.0	4.7	0.832	-4.7	-18.2	1.05
Results for `Cc1cc([N+](=O)[O-])ccc1NCc1ccc2ccccc2c1` : 14.5	-10.2	4.6	2.9	10.3	0.954	13.8	12.4	0.862
Results for `COc1cc(CNCc2ccc(OC)cc2OC)cc(OC)c1` : 22.3	14.3	-7.2	2.9	13.8	1.07	-6.4	-0.1	1.06
Results for `Nc1nc(SCC(=O)c2ccc(Oc3ccccc3)cc2)n[nH]1` : 27.0	16.6	-33.2	11.4	-1.6	1.33	6.2	2.4	0.938
